RGS4 inh: inhibitors of human RGS4 | P49798 | AID 463165 | B-score at 10 µM | HEK293 M3R/RGS4 inducible, Fluo-4 calcium flux; active compounds read high; triggered by carbachol at its EC20 | 310,000 tested, 0.45% active;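 active means B-score, a plate-corrected calcium signal, over three deviations above library mean, with baseline fluorescence within five deviations of library mean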;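 further: RGS4 expression induced by doxycycline in cells with stable M3 receptor; B-score is computed from the integrated fluorescence ratio over baseline after carbachol; higher B-score means a larger calcium signal and so more RGS4 inhibition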
TRPC6 act: activates the mouse TRPC6 cation channel | Q61143 | HEK293-TRPC6 membrane potential dye fluorescence; active compounds read high | B-score at 10 µM | 310,000 tested, 0.13% active;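 active means B-score of the integrated fluorescence ratio above library mean plus 3 SD, and starting fluorescence ratio within library mean plus 5 SD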;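 further: higher score means more depolarization so channel activation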
MrgX1 agonist: agonists of human MrgX1 receptor. Q96LB2. MrgX1-HEK293 cells, Fluo-4 calcium fluorescence, agonist mode; active compounds read high. B-score at 10 µM. 310,000 tested, 0.44% active;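 active means calcium response B-score plate-corrected fluorescence ratio at least 3 library SD, with starting fluorescence B-score inside 5 SD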
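System: HEK293 cells stably expressing human MrgX1 receptor; Dosing: test compound in the initial addition of three; Schedule: overnight plating, then 30 min 37 °C plus 30 min room-temperature dye loading; Detection: kinetic calcium dye fluorescence, Fluo-4 NW; Controls: per-plate positive and negative controls for Z′ factor.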
Platelet DG rel: modulates dense granule release in human platelets. human platelet-rich plasma, SFLLRN dense granule ATP release, luminescence. inhibition, %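 (compounds screened at 7.5 µM in platelet-rich plasma)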. 300,000 tested, 0.22% active. AID 1663;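 active means mean replicate score, as percent of positive control, at or above 50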
MrgX1 antag: antagonists of human MrgX1 receptor. Q96LB2. MRGX1-HEK293 calcium flux, Fluo-4, BAM8-22 antagonism; active compounds read low. B-score at 10 µM. 310,000 tested, 1.3% active;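 active means calcium-response B-score plate-corrected more than 3 library SD below zero, starting fluorescence within 5 deviations, no agonist response on first addition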;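 further: peak minus trough fluorescence over baseline after final BAM8-22 challenge near maximal dose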
TRPC6 inh: mouse TRPC6 channel inhibition; Q61143; HEK293-TRPC6, membrane potential dye, ACh-evoked depolarization; active compounds read low; B-score at 10 µM; 310,000 tested, 1.1% active;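 active means B-score under library mean minus 3 SD, initial fluorescence not abnormally high, positive integrated signal ratio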;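 further: B-score derived from integrated fluorescence ratio over the kinetic read; more negative B-score means stronger inhibition of depolarization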
RGS4 act: potentiators or activators of RGS4. B-score at 10 µM. AID 463111. 310,000 tested, 0.92% active. HEK293 M3R/inducible RGS4, carbachol calcium flux Fluo4; active compounds read low;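 active means B-score of the integrated calcium signal more than 4 SD below the library mean, with starting fluorescence not abnormally high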;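 further: negative B-score means reduced calcium response which marks RGS4 activation or potentiation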
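test system = HEK293 cells with stable M3R and inducible RGS4 | schedule = recording 10 s baseline at 1 Hz, 100 s post-agonist | technique = Fluo4-AM (2 µM) calcium-flux fluorescence, kinetic read | measure = Agonist-evoked peak-minus-minimum fluorescence over baseline, integrated ratio, B score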
MrgX1 allo act: human MrgX1 positive allosteric modulation, primary screen | AID 588675 | B-score at 10 µM | MrgX1-HEK293, Fluo-4 calcium flux, FDSS; active compounds read high | 310,000 tested, 0.63% active;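 active means plate-corrected calcium response at least 3 library SD above typical, normal starting fluorescence, not activating the receptor alone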;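 further: compound read alongside a low EC10 to EC30 dose of BAM8-22 agonist; peak minus trough fluorescence over baseline measured at the second addition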
TRPC4 block: inhibitors of mouse TRPC4 channel; Q9QUQ5; HEK293 TRPC4beta/mu-opioid, DAMGO-evoked Fluo4 calcium flux; active compounds read low; B-score at 10 µM; 300,000 tested, 0.39% active;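 active means B-score over 3 SD under the library average, no early fluorescence shift, positive overall ratio signal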
Target sequence (Q9QUQ5 whole entry, looked up): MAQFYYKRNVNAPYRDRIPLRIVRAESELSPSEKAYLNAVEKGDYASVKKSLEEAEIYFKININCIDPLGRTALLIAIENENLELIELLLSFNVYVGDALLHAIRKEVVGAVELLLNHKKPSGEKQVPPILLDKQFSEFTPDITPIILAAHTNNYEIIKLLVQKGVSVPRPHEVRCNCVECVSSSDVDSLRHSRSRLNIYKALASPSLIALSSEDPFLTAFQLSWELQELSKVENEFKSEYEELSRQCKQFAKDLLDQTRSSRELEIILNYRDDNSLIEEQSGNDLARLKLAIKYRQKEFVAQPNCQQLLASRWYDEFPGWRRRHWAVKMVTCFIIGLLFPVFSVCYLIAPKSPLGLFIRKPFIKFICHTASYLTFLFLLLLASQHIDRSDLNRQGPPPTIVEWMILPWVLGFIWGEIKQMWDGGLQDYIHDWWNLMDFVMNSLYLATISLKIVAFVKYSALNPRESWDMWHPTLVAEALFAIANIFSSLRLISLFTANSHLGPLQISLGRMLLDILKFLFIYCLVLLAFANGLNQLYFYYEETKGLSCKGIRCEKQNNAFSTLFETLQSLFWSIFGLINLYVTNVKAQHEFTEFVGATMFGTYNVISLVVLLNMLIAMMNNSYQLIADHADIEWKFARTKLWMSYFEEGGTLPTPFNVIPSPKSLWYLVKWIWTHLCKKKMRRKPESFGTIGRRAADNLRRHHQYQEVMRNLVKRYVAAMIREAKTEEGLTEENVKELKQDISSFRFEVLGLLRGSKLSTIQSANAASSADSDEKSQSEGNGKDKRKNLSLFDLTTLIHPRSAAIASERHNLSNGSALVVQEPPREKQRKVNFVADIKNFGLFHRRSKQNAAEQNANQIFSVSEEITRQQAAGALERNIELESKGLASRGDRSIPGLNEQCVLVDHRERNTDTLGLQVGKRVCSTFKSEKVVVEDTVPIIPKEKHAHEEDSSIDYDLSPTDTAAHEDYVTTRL
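Assay system: HEK293 cells with stable TRPC4beta plus mu-opioid receptor expression. Dosing: single dose. Measured by: Fluo4 Ca2+ flux fluorescence. Also added: DAMGO in two steps, submaximal then maximal. Read-out: B score from integrated Fluo4 fluorescence ratio.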
SKKanGAS inh: inhibitors of SKKanGAS S. pyogenes growth in kanamycin (SK-promoter or general growth effect). 300,000 tested, 1.3% active. BacTiter-Glo, 6 h. AID 1662. inhibition, % at 7.5 µM;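 active means mean replicate score, as percent of positive control median, at least 50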;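 further: strain carries kanamycin resistance gene driven by streptokinase promoter and grows in 40 µg/ml kanamycin; loss of luminescence reflects streptokinase promoter inhibition or plain growth inhibition; 0% = median of DMSO wells and 100% = positive control at its reference dose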
HIF act: HIF pathway transcriptional activation | AID 1910 | U2OS HRE-luciferase reporter, luminescence; normalized: DMSO 0%, desferrioxamine 100% | activation, % at 7.5 µM (by protocol) | 300,000 tested, 0.32% active;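 active means mean activation of at least 10% of the iron chelator positive control signal, with at least half of replicates also reaching 10%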
* hit, by the source's call; i = inactive.

Values run as follows: RGS4 inh | TRPC6 act | MrgX1 agonist | Platelet DG rel | MrgX1 antag | TRPC6 inh | RGS4 act | MrgX1 allo act | TRPC4 block | SKKanGAS inh | HIF act
N#CC1=C(Nc2ccccc2)SC=C(c2ccc(Cl)c(Cl)c2)N=C1N1CCOCC1
 : i | i | i | 6 | i | i | i | i | i | -2 | -0.1
CC(C)(C)c1ccc(C(=O)NCC(=O)OCC(=O)c2ccc3c(c2)-c2ccccc2C3)cc1
 : i | i | i | 17 | i | i | i | i | i | -4 | 0.6
COc1ccc(CSc2nc(C)cc(=O)[nH]2)cc1Br
 : i | i | i | 8 | i | i | i | i | i | 1 | -0.3
NC(=O)/C(=C\c1ccco1)NC(=O)c1ccc(Br)o1
 : i | i | i | 4 | i | i | i | i | i | -2 | -0.4
O=c1[nH]cnc2nc3n(c12)CCCCC3
 : i | i | i | 1 | i | i | i | i | i | 1 | -0.3
COc1ccc(NC(=O)C2CCCN2S(=O)(=O)c2ccc3c(c2)CC(C)N3C(C)=O)cc1OC (configuration not stated)
 : i | i | i | 2 | i | i | i | i | i | 11 | -0.5
Cc1cc(OC(C)C(=O)NCC(O)c2ccccc2)c2c(C)c(C)c(=O)oc2c1 (configuration not stated)
 : i | i | i | -1 | i | i | i | i | i | 1 | -0.5
CC(C(=O)NC1C(=O)N2C(C(=O)O)=C(CSc3nnnn3C)CSC12)n1cc(Cl)cn1 (configuration not stated)
 : i | i | i | 33 | i | i | i | i | i | 105* | -1.3
CC(C)CNC(=S)NNC(=O)c1ccc2c(c1)OCO2
 : i | i | i | 0 | i | i | i | i | i | 1 | 0.7
COc1ccc(-n2c(-c3ccc(Cl)cc3Cl)n[nH]c2=S)c(OC)c1
 : i | i | i | 0 | i | i | i | i | i | 2 | 0.6
COc1cccc(NC(=O)CSc2nnc(NC(=O)c3ccco3)s2)c1
 : i | i | i | 12 | i | i | i | i | i | 20 | 0.2
O=C(Cn1[nH]c(=O)c2ccccc2c1=O)OCC(=O)N1CCc2ccccc2C1
 : i | i | i | 0 | i | -7.3* | i | i | i | 1 | -1.5
CCn1c(SCC(=O)NNC(=O)c2ccc(OC)cc2)nnc1-c1cccnc1
 : i | i | i | -12 | i | i | i | i | i | 8 | 0.4
